Assay outcomes from PubChem BioAssay.
APE1 inh – blocks human APE1 abasic DNA cleavage; P27695; recombinant APE1, TAMRA/BHQ-2 abasic DNA cleavage fluorescence; Potency, µM (doses to about 65.8 µM), for inactives: at the top dose activity change, negative = inhibition, usual class: inhibitors; hit rate 0.35% among 350,000; AID 2517;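 further: potency means the concentration at half of the fitted maximal effect; plate controls were vehicle for no effect and reference inhibitor for full effect; nearly all actives have a fitted effect of over 55% in size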
Target sequence (P27695 whole entry, looked up): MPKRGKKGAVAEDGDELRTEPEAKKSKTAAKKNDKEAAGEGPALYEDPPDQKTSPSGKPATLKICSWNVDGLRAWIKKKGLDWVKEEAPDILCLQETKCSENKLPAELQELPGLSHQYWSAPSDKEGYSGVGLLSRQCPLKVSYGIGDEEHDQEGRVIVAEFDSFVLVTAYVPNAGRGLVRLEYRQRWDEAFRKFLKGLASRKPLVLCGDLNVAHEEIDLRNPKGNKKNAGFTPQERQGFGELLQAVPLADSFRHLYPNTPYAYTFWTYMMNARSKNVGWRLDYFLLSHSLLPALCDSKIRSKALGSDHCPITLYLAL
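Substrate: short duplex with […] THF abasic site, 5'-TAMRA and 3'-BHQ-2, 50 nM final. APE1 at 0.75 nM, preincubated 15 min RT with compound. Fluorescence increase from first to third read measured activity.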
Pol eta inh – DNA polymerase eta (human) inhibition. hit rate 1.2% among 390,000. Q9Y253. Potency, µM (top dose mostly 114 µM), inactives show top-dose activity change, negative = inhibition, actives largely listed as inhibitors. recombinant Pol eta, fluorescent DNA replication assay; further: potency means the concentration at half of the fitted maximal effect; on the % scale 0 is the no-effect control and ±100 the full control effect
Target sequence (Q9Y253 whole entry, looked up): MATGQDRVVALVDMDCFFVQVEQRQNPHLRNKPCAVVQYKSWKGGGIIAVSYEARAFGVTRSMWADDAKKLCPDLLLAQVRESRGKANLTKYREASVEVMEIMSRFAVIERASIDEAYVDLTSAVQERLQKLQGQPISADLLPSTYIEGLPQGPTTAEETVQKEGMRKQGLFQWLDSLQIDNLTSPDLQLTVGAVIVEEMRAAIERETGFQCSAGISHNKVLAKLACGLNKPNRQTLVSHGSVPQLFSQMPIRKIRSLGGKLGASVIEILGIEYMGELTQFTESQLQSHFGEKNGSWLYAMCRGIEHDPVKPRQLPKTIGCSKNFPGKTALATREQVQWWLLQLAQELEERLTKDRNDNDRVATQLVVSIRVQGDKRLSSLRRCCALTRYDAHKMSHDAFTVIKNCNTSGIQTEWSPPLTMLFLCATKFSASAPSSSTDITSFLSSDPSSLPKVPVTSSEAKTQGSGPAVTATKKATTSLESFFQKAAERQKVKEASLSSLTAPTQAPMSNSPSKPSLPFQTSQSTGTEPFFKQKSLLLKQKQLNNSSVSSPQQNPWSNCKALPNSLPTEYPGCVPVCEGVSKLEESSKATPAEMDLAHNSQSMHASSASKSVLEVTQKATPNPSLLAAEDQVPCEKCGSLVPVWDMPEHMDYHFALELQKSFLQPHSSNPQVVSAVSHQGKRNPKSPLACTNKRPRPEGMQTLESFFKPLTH
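Fluorescent replication assay: 50 nM final substrate added after a 15 min room-temperature compound preincubation with 10 nM enzyme. Signal taken at 0 min and again at 10 min.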
12-LOX inh – ALOX12 (human) lipoxygenase inhibition. P18054. purified 12hLO, xylenol orange hydroperoxide absorbance. Potency, µM (series often up to 108 µM), inactives show at the top dose activity change, negative = inhibition, most hits filed as inhibitors. hit rate 1.1% among 580,000; further: potency means the concentration at half of the fitted maximal effect; on the % scale 0 is the no-effect control and ±100 the full control effect
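Purified human 12hLO (150 nM final) in 25 mM Hepes, 0.01% Triton X-100, pH 7.0 was preincubated 15 min at room temperature with compound. Then 40 uM arachidonic acid was added, 30 min. Hydroperoxide was read by Fe-XO absorbance ratio 573/405 nm.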
LDHA block – LDHA (human) enzyme inhibition | hit rate 0.15% among 480,000 | activity change, % (values are at about 110 or 230 µM) | AID 1347041 | purified LDHA, NADH/diaphorase-resazurin fluorescence; stronger effect = lower value | P00338; in the data active means activity change below about -30%; inconclusive means mostly about -25% to -30%;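 further: plate controls were DMSO wells for no effect and wells without enzyme for full effect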
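Human LDH5 (2 nM) was incubated with 0.06 mM NADH and 0.2 mM pyruvate for 5 min at room temperature in Tris pH 7.4. Remaining NADH was coupled through diaphorase/resazurin, and resorufin fluorescence was read at 0 and 20 min.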
POLB inh – DNA polymerase beta (human) inhibition. Pol beta primer extension/strand displacement, fluorescence kinetic. P06746. AID 485314. hit rate 1.3% among 340,000. Potency, µM (highest dose often 114 µM), without a hit: at the highest dose activity change, negative = inhibition, most hits filed as inhibitors; further: potency means the concentration at half of the fitted maximal effect; on the % scale 0 is the no-effect control and ±100 the full control effect
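10 nM enzyme + cpd, 15 min RT; start with substrate 50 nM final; read 0 min and after 10 min RT. Corrected, normalized data; 4-parameter Hill curve fit.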
POLK inh – DNA polymerase kappa (human) inhibition | Potency, µM (titrated, usually from 107 µM), for inactives: top-dose activity, negative = inhibition, most hits filed as inhibitors | AID 588579 | purified Pol kappa, fluorescent DNA synthesis assay, 10 min | hit rate 0.53% among 400,000 | Q9UBT6; further: potency means the concentration at half of the fitted maximal effect; on the % scale 0 is the no-effect control and ±100 the full control effect
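Kinetic fluorescence screen: compound preincubated 15 min RT with 10 nM enzyme; 50 nM substrate (final) initiates; reads at 0/10 min.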
ERG Ets-DNA blk – ERG Ets/DNA interaction inhibition; P11308; AID 624246; Potency, µM (series often up to 76.9 µM), for the others: at the highest dose FP activity, negative = inhibition, actives largely listed as inhibitors; hit rate 0.028% among 370,000; fluorescence polarization, His-ERG Ets domain / labelled DNA; active means well fitted inhibition curve with a large enough effect in the polarisation, with a control signal flat; inconclusive means small, poorly fitted or top-dose-only effect, or effect the other way, or a change in a side signal; inactive means no such curve, though single readings can be large or run the other way; the % refers to the polarisation;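 further: polarization taken with two DNA probes labelled with fluorescein and Texas red; potency means the concentration at half of the fitted maximal effect; % of control where 0% means no effect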
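His-tagged ERG Ets domain (1 uM in the protein solution; 300mM KCl, 50mM Tris-HCl, 1mM EDTA, 1mM DTT, pH 7.5) received compound, then a probe mix of 5 nM fluorescein-DNA and 100nM Texas-615-DNA. Fluorescence polarization was read for both dyes.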
RGS4 inh – human RGS4 inhibition; Transcreener GDP fluorescence polarization, RGS4-accelerated GTP hydrolysis; hit rate 0.039% among 390,000; AID 504845; P49798; Potency, µM (series often up to 114 µM), for the others: at the highest dose activity change, negative = inhibition, most hits filed as inhibitors; further: potency means the concentration at half of the fitted maximal effect; on the % scale 0 is the no-effect control and ±100 the full control effect; nearly all actives have a fitted effect of over 75% in size; some results filed as inactive show a strong effect at the top dose
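MLSMR compounds (23 nl, pin-transferred) preincubated 10 min at room temperature with a 500nM (2x) first reagent, then RGS4 at 900nM (2x) plus Transcreener GDP mix added; fluorescence polarization (620/688 nm) read before and after 90 min at 30 °C.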
Anesthetic bind – binds horse apoferritin like a general anesthetic | Potency, µM (series often up to 77.5 µM), inactives show top-dose activity change, negative = displacement, hits mostly inhibitors | hit rate 0.074% among 350,000 | apoferritin/1-aminoanthracene competitive binding, fluorescence; further: potency means the concentration at half of the fitted maximal effect; on the % scale 0 is the no-effect control and ±100 the full control effect; nearly all actives have a fitted effect of over 20% in size
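Probe: 1-aminoanthracene (50% saturated, PBS). Protein: horse-spleen apoferritin, 10 uM. Incubation: 10 min, room temperature. Detection: 380 nm excitation, 535 nm emission. Analysis: normalized response, four-parameter Hill.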
* hit, by the source's call; i = inactive; ? = inconclusive; / = not tested or not shown; [ ] = remark or other dose. Unless noted, the call rests on the fitted dose curve; in most records, active means well fitted curve in the direction sought with a large enough effect; inconclusive means small, poorly fitted or top-dose-only effect, or another doubt; inactive means no such curve, though single readings can be large; an effect the other way counts as inactive or inconclusive.

Start of the data: the first 8 records, to show the layout:
SMILES	APE1 inh	Pol eta inh	12-LOX inh	LDHA block	POLB inh	POLK inh	ERG Ets-DNA blk	RGS4 inh	Anesthetic bind
Cc1cc(Cl)ccc1C(=O)C1CCCN(C(=O)CCN2CCCO2)C1 (centres undefined)	1%	-4%	0%	-2	-2%	-21%	9%	-10%	-7%
Cc1nn(CC(=O)Nc2nccs2)c(C)c1[N+](=O)[O-]	-1%	-7%	-8%	-2	21%	-1%	-1%	-9%	-8%
COc1ccc(N2CCN(C(=O)COc3ccccc3C#N)CC2)cc1	/	-17%	-25%	-3	-3%	-8%	-10%	12%	-11%
CCCN(C(=O)/C=C/c1ccc(S(=O)(=O)N(CC)CC)cc1)C1CCS(=O)(=O)C1 (centres undefined)	20%	?	85%[activator]	0	/	1%	-5%[15.4 µM]	-44%	/
Cc1ccc(CNC(=O)c2ccc3c(c2)N(Cc2cccc(Cl)c2)C(=O)CS3)cc1	/	-3%	-19%	-3	18%	-8%	1%	16%	9%
CCN(CC)C(=O)c1ccc(CS(=O)(=O)c2ccc(OC)cc2)o1	7%	-3%	5%	0	39%	23%	0%	-14%	2%
Cc1ccccc1-c1nnc(-c2ccc(Br)cc2)o1	4%	-9%	-23%	-2	-10%	11%	8%	-25%	-8%
O=C(Nc1ccc(F)cc1F)c1cccc2c1C(=O)N(C1CCCCC1)C2	/	-22%	?	3	13µM*	-39%	3%	-2%	-11%

Results, repeating the preview:
SMILES	APE1 inh	Pol eta inh	12-LOX inh	LDHA block	POLB inh	POLK inh	ERG Ets-DNA blk	RGS4 inh	Anesthetic bind
Cc1cc(Cl)ccc1C(=O)C1CCCN(C(=O)CCN2CCCO2)C1 (centres undefined)	1%	-4%	0%	-2	-2%	-21%	9%	-10%	-7%
Cc1nn(CC(=O)Nc2nccs2)c(C)c1[N+](=O)[O-]	-1%	-7%	-8%	-2	21%	-1%	-1%	-9%	-8%
COc1ccc(N2CCN(C(=O)COc3ccccc3C#N)CC2)cc1	/	-17%	-25%	-3	-3%	-8%	-10%	12%	-11%
CCCN(C(=O)/C=C/c1ccc(S(=O)(=O)N(CC)CC)cc1)C1CCS(=O)(=O)C1 (centres undefined)	20%	?	85%[activator]	0	/	1%	-5%[15.4 µM]	-44%	/
Cc1ccc(CNC(=O)c2ccc3c(c2)N(Cc2cccc(Cl)c2)C(=O)CS3)cc1	/	-3%	-19%	-3	18%	-8%	1%	16%	9%
CCN(CC)C(=O)c1ccc(CS(=O)(=O)c2ccc(OC)cc2)o1	7%	-3%	5%	0	39%	23%	0%	-14%	2%
Cc1ccccc1-c1nnc(-c2ccc(Br)cc2)o1	4%	-9%	-23%	-2	-10%	11%	8%	-25%	-8%
O=C(Nc1ccc(F)cc1F)c1cccc2c1C(=O)N(C1CCCCC1)C2	/	-22%	?	3	13µM*	-39%	3%	-2%	-11%
Oc1ccccc1CN1CCN(C(c2ccccc2)c2ccccc2)CC1	32%	-8%	-38%	-12	-22%	-17%	-3%	-1%	-1%
COc1cccc(CNC(=O)CCC2CCCN(C(=O)c3ccc(F)c(Cl)c3)C2)c1 (centres undefined)	-2%	-5%	21%	-6	53%	-15%	4%	-19%	-12%
CC1CCN(C(=O)CCNC(=O)c2ccccc2Cl)CC1	14%	-13%	14%	-1	3%	-4%	15%	-4%	-11%
COc1ccc(-c2noc(CCC(=O)N3CCN(c4cccc(C)c4)CC3)n2)cc1	-1%	-10%	?	-2	/	-5%	-5%	24%	/
COc1cc(C(=O)NCC(=O)NCCN2C(=O)S/C(=C\c3ccc4c(c3)OCO4)C2=O)cc(OC)c1OC	5%	-3%	18%	3	/	-11%	7%	8%	/
COc1ccc(NC(=O)C2=C(C)Nc3nc(SCc4ccccc4C)nn3C2c2ccc(Br)cc2)cc1 (centres undefined)	/	-8%	2%	-10	1%	-20%	1%	1%	-9%
COc1ccccc1N1CCN(CC(O)COc2ccc(C)c(C)c2)CC1 (centres undefined)	-11%	-4%	0%	-7	49%	-1%	-2%	1%	-1%
CC(C)C1CC(C(F)(F)F)n2nc(C(=O)O)cc2N1 (centres undefined)	-2%	-16%	-2%	-1	0%	0%	-2%	-46%	-2%
O=C(NNC(=O)c1ccc(Br)s1)c1cccc(Cl)c1	-3%	1%	174%[activator]	-17	/	-2%	-5%	5%	/
CCOc1ccc2nc(SCC#N)c(C#N)cc2c1	4%	2%	0%	-16	2%	-20%	-10%	-4%	7%
COC(=O)c1c(NC(=O)c2ccc(OC(C)C)cc2)sc2c1CC(C)(C)NC2(C)C	-4%	-8%	9%	0	6%	7%	4%	-8%	0%
COc1ccc(C2=NOC(C(=O)NCc3cccnc3)C2)cc1 (centres undefined)	12%	-15%	-21%	1	51%	2%	-10%	4%	-5%
CC(=O)Nc1ccc(NC(=O)C2CCN(S(=O)(=O)c3ccc4c(c3)CCCC(=O)N4)CC2)cc1	/	-15%	0%	-4	-18%	-8%	-4%	3%	-2%
Cc1cn(C(=O)c2cccc(Br)c2)c(C)n1	4%	5%	i	-1	20%	-2%	6%	11%	-22%
Cc1ccc(-c2nnc(CSc3nc(C(C)C)nc4sc(C)c(C)c34)o2)cc1	1%	-21%	9%	0	-1%	6%	12%	-10%	8%
O=C(N/N=C/C(Cl)=C/c1ccc([N+](=O)[O-])cc1)C(=O)Nc1cccc(C(=O)O)c1	?	50µM*	-19%	1	?	12%	1%	?	-11%
CCN1C(=O)[C@H]2[C@@H](c3ccc(-c4cccc(Cl)c4)c(OC)c3)N3CCC[C@@]3(C(=O)OC)[C@H]2C1=O	25%	-11%	50µM*	-4	/	-7%	15%	5%	/
SMILES	APE1 inh	Pol eta inh	12-LOX inh	LDHA block	POLB inh	POLK inh	ERG Ets-DNA blk	RGS4 inh	Anesthetic bind
CCCn1c(N)c(C(=O)CSc2nnc3n2CCCCC3)c(=O)n(C)c1=O	22%	-14%	-1%	-5	/	-3%	1%	133%[activator]	/
O=C(NCC1CCCO1)c1c(O)nc2sccn2c1=O (centres undefined)	15%	-6%	-18%	4	/	2%	9%	-15%	/
CC(C(=O)Nc1ccccc1)n1nnc2sc3c(c2c1=O)CCCC3 (centres undefined)	/	/	-18%	0	31%	0%	2%	4%	-1%
O=C(CN(Cc1ccccc1)S(=O)(=O)c1ccccc1)N/N=C/c1ccccc1[N+](=O)[O-]	-4%	2%	3%	-3	11%	-10%	/	14%	-22%
Cn1nnnc1SCCNCc1ccccc1Cl	/	-16%	?	-9	43%	-8%	?	-12%	-1%
COc1ccc(C(c2nnnn2C2CCCC2)N2CCC(C)CC2)c(OC)c1 (centres undefined)	0%	-24%	0%	0	-24%	-11%	2%	7%	-20%
CCOC(=O)C1=C(CC)Nc2ccccc2N=C1NC(=O)c1ccc(C)c(S(=O)(=O)N2CCOCC2)c1	4%	-24%	-18%	-1	/	-5%	1%	-7%	/
COc1ccccc1NC(=O)C1=C(C)NC(=O)NC1c1cccc(OC)c1OC (centres undefined)	1%	-10%	254%[activator]	-8	-4%	-10%	-11%	4%	-10%
COc1cc(CN(C)c2ncnc3sccc23)ccc1OC(F)F	6%	0%	-24%	-1	33%	1%	6%	-3%	1%
COc1ccc(S(=O)(=O)N(C)CC(=O)Nc2ccc3c(c2)OCO3)cc1	-5%	-11%	15%	8	-3%	-5%	/	3%	-12%
COc1ccccc1C(=O)NCCC(=O)NCC1COc2ccccc2O1 (centres undefined)	10%	-4%	0%	0	/	-13%	4%	11%	/
Cc1nnc(SCC(=O)NC(=O)NCCC(C)C)s1	-2%	-16%	15%	-1	27%	-4%	-1%	-11%	-13%
COc1ccccc1C1CCN(Cc2c(C)[nH]c3ccccc23)CC1	6%	-17%	?	-1	-3%	7%	-1%	-15%	-5%
Nn1c(Cc2cccc3ccccc23)nnc1SCCOc1ccc(F)cc1	-5%	-23%	-20%	-4	2%	-10%	-11%	?	-19%
CC(C)Oc1ccc(/C=N/NC(=O)C2CCCN2S(=O)(=O)c2ccc(Cl)cc2)cc1 (centres undefined)	?	-21%	/	-2	9%	-3%	-9%	-11%	-22%
Cc1ccc(OCC(=O)Nc2ccc3c(c2)nc(CCNC(=O)c2ccco2)n3C)cc1	/	10%	0%	-3	3%	11%	-4%	-19%	?
CCCn1c(=O)c(C(=O)NCc2ccc3c(c2)OCO3)c(O)c2ccccc21	19%	-19%	5%	-9	6%	-27%	-2%	-12%	-9%
CC(/C=N/NC(=O)c1cccs1)=C\c1ccccc1	3%	-2%	-16%	-6	94%	-8%	0%	0%	?
O=C(Cn1nc(-c2ccccc2)ccc1=O)NCc1ccc2c(c1)OCO2	1%	-15%	-16%	-8	27%	-2%[60.1 µM]	/	0%	?
O=C(Nc1ccc(C(F)(F)F)cc1)C1CCCN(c2cnccn2)C1 (centres undefined)	/	?	-27%	-7	?	-6%	-3%	9%	90%[activator]

Not all compounds are listed; count on the stated rates, not on these rows.
